# IDH1 mut inh: inhibitors of IDH1 R132H reductase, primary screen, biochemical, plate reader, single point; Isocitrate dehydrogenase [NADP] cytoplasmic (Homo sapiens), O75874; 0.18% of 70,000 active; inhibition, % at 10 µM; AID 624101, 2012; diaphorase/resazurin fluorescence, 60 min; in the data active = inhibition above about 34%;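 note: 0% = DMSO and 100% = no enzyme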
# Target sequence (O75874 whole entry R132H): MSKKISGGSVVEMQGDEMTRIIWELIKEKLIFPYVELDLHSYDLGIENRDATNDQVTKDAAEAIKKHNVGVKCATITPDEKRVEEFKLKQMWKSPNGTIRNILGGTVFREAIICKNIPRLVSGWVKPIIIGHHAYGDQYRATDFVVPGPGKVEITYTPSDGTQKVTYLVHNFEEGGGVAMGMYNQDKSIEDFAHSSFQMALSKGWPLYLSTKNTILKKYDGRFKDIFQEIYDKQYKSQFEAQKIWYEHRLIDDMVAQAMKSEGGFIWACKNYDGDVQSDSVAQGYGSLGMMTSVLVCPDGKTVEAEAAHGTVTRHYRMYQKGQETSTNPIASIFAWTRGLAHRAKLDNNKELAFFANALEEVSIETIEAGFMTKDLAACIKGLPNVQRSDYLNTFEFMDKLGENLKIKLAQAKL
# EZH2 inh: EZH2/PRC2 methyltransferase inhibitors, primary screen, biochemical, DELFIA time-resolved fluorescence, single point | PRC2 H3K27 methylation, DELFIA TRF, 1 h | 0.35% of 57,000 active | Histone-lysine N-methyltransferase EZH2 (Homo sapiens), Q15910 | inhibition, % at 12.5 µM;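 active = mean inhibition of replicates at least 50% and every single replicate also reaching 50%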;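 note: dimethyl H3K27 on biotinylated H3 21-44 peptide detected by antibody; plate controls were median neutral control wells for no effect and median positive control wells for full effect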
# An asterisk follows results filed as active; · = not tested or not shown. Not all compounds are listed, so the mix of outcomes need not match the whole.
molecule,IDH1 mut inh,EZH2 inh
COC(=O)CCCCCCC(=O)N/N=C/c1ccc(NC(=O)OC(C)(C)C)cc1,·,1.9
Cc1ccc(-n2c3c(cc(C(=O)NCCCN4CCOCC4)c2=O)C(=O)CCC3)cc1,0.3,0.7
O=C(C[C@@H]1C=C[C@@H](NS(=O)(=O)c2ccccc2)[C@@H](CO)O1)N1CCc2ccccc2C1,0.1,-0.9
Cc1sc2ncnc(SCC(=O)N3CCC(c4noc5ccc(F)cc45)CC3)c2c1C,-0.3,10.0
CCCc1cn(CC[C@H]2CC[C@@H](NC(=O)Cc3cccnc3)[C@H](CO)O2)nn1,-0.3,-4.4
C[C@H](CO)N1C[C@H](C)[C@@H](CN(C)S(=O)(=O)c2ccc(C#N)cc2)OCc2ccccc2-c2c(n(C)c3ccccc23)C1=O,·,-31.0
C[C@@H]1CCCCO[C@H](CN(C)S(=O)(=O)c2cn(C)cn2)[C@H](C)CN([C@@H](C)CO)C(=O)c2cc(NC(=O)NC3CCCCC3)ccc2O1,-0.2,·
CC1(C)CC(NC(=O)CC(c2ccc(F)cc2)c2ccco2)CCO1 (centres undefined),2.4,·
Cc1noc(C)c1S(=O)(=O)Nc1ccc2c(c1)C(=O)N([C@@H](C)CO)C[C@H](C)[C@@H](CN(C)S(=O)(=O)c1ccc(F)cc1)OCCCC[C@H](C)O2,0.8,·
C[C@@H]1CN([C@H](C)CO)C(=O)CCCn2cc(nn2)CO[C@H]1CN(C)Cc1cccnc1,·,-12.9

# The list continues.
molecule,IDH1 mut inh,EZH2 inh
O=C(Cc1ccncc1)NCC[C@@H]1CC[C@@H](NC(=O)C2CCCC2)[C@H](CO)O1,0.0,-3.8
O=C(N[C@@H]1CC[C@@H](CCn2cc(-c3ccccc3)nn2)O[C@@H]1CO)c1ccccc1F,-0.1,2.8
O=C(C[C@H]1C[C@H]2c3cc(NC(=O)C4CCC4)ccc3O[C@H]2[C@H](CO)O1)NCC1CC1,1.3,-2.5
C[C@H](CO)N1C[C@H](C)[C@@H](CN(C)C(=O)Nc2ccc(C(F)(F)F)cc2)Oc2ccc(NC(=O)c3ccncc3)cc2C1=O,·,5.5
COCC(=O)Nc1ccc2c(c1)C(=O)N(C)C[C@H](OC)[C@@H](C)CN(C(=O)Cc1cccnc1)[C@H](C)CO2,0.3,3.0
C[C@@H]1CN([C@@H](C)CO)C(=O)c2cccc(NC(=O)C3CC3)c2O[C@H]1CN(C)Cc1ccc(Oc2ccccc2)cc1,-1.2,·
CCO[C@@H]1OC(C(=O)N2CCN(Cc3ccc4c(c3)OCO4)CC2)=C[C@H](C)[C@H]1CCCO,·,7.8
O=C(C[C@@H]1CC[C@H](NS(=O)(=O)c2ccc(F)cc2)[C@H](CO)O1)N1CCc2ccccc2C1,0.0,-7.8
CCCC(=O)Nc1ccc2c(c1)OC[C@@H](C)N(Cc1cccc(F)c1)C[C@@H](C)[C@@H](OC)CN(C)C2=O,0.1,-8.0
COc1ccc(S(=O)(=O)Nc2ccc3c(c2)C(=O)N([C@H](C)CO)C[C@@H](C)[C@H](CN(C)Cc2ccc(C(=O)O)cc2)O3)cc1,0.3,·

# New compounds follow:
molecule,IDH1 mut inh,EZH2 inh
C[C@@H]1CN([C@H](C)CO)C(=O)c2cc(NS(=O)(=O)c3cn(C)cn3)ccc2O[C@@H](C)CCCCO[C@@H]1CN(C)C(=O)CCC(F)(F)F,-6.5,·
CCOC(=O)c1ccc(NC(=O)CSc2ncccn2)cc1,-0.5,6.0
COc1ccc(CN(C)C[C@@H]2OCCCC[C@H](C)Oc3ccc(NS(=O)(=O)c4ccc(F)cc4)cc3C(=O)N([C@H](C)CO)C[C@@H]2C)cc1,6.8,·
COc1ccc(C#Cc2cnc3c(c2)C(=O)N([C@@H](C)CO)C[C@H](C)[C@@H](CN(C)C(=O)CN(C)C)O3)cc1,-0.7,-21.0
CCCN(C)C[C@H]1Oc2cc(-c3ccccc3OC)ccc2S(=O)(=O)N([C@@H](C)CO)C[C@H]1C,-0.3,-7.3
C[C@@H]1CN([C@@H](C)CO)C(=O)c2cc(C#CCc3ccccc3)cnc2O[C@H]1CN(C)CC1CCCC1,11.0,-22.5
CO[C@@H]1CN(C)C(=O)c2cc(NC(=O)c3cc(C)on3)ccc2OC[C@H](C)N(C(C)=O)C[C@@H]1C,0.4,4.5
O=C(Cc1ccccn1)NCC[C@H]1CC[C@@H](NS(=O)(=O)c2ccccc2)[C@H](CO)O1,0.1,21.2
CCCN(C)C[C@H]1Oc2ncc(-c3cccc(C#N)c3)cc2C(=O)N([C@H](C)CO)C[C@@H]1C,0.1,-3.9
CCC(=O)N[C@@H]1CC[C@@H](CC(=O)NCc2ccc(OC)cc2)O[C@@H]1CO,0.1,1.1

# Other structures
molecule,IDH1 mut inh,EZH2 inh
C[C@@H]1CCCCO[C@H](CN(C)C(=O)c2ccncc2)[C@H](C)CN([C@H](C)CO)C(=O)c2cc(NS(=O)(=O)c3ccccc3)ccc2O1,4.3,·
C[C@H](CO)N1C[C@H](C)[C@H](CN(C)C(=O)Nc2cccc3ccccc23)Oc2ccc(NC(=O)CCCN(C)C)cc2C1=O,2.7,·
COC(=O)c1ccccc1NC(=O)CN1CCOCC1,-0.1,-7.2
O=C(CSc1nnnn1-c1ccc(Cl)cc1)Nc1ccc(Cl)cc1Cl,0.1,-8.4
C[C@@H]1CN([C@H](C)CO)C(=O)Cc2cc(NC(=O)CCC(F)(F)F)ccc2O[C@@H]1CN(C)C(=O)Nc1ccc2c(c1)OCO2,·,3.6
C[C@@H]1CN([C@H](C)CO)C(=O)c2cc(NC(=O)c3ccncc3)ccc2O[C@@H]1CN(C)S(=O)(=O)c1ccc(F)cc1,0.8,1.9
CC(C)NC(=O)Nc1ccc2c(c1)C(=O)N([C@H](C)CO)C[C@@H](C)[C@@H](CN(C)C)OCCCC[C@@H](C)O2,1.9,3.4
CCC(=O)Nc1ccc2c(c1)C(=O)N(C)C[C@@H](OC)[C@H](C)CN(CC1CCOCC1)[C@@H](C)CO2,·,-0.8
Cc1noc(C)c1NC(=O)Nc1ccc2c(c1)C(=O)N([C@H](C)CO)C[C@H](C)[C@H](CN(C)C(=O)c1ccccc1)OCCCC[C@H](C)O2,-0.5,·
C[C@@H]1CN([C@H](C)CO)C(=O)Cc2cc(NC(=O)NC3CCCCC3)ccc2O[C@H]1CN(C)Cc1ccc(-c2ccccc2)cc1,0.1,·

# (continued)
molecule,IDH1 mut inh,EZH2 inh
COCC(=O)N1C[C@@H](C)[C@H](OC)CN(C)C(=O)c2cc(NC(=O)c3ccccc3)ccc2OC[C@@H]1C,0.2,10.5
NS(=O)(=O)c1cc2c(cc1Cl)NC=NS2(=O)=O,-1.6,·
CO[C@H]1CN(C)C(=O)c2cc(NC(=O)Nc3ccccc3)ccc2OC[C@@H](C)N(C(C)=O)C[C@H]1C,0.0,-4.2
CCCCn1c(SCC(N)=O)nc2c1c(=O)n(C)c(=O)n2C,0.1,·
CCCN(C)C[C@@H]1Oc2cc(C#Cc3ccccc3)ccc2S(=O)(=O)N([C@@H](C)CO)C[C@H]1C,-2.1,1.3
C[C@@H]1CN([C@H](C)CO)C(=O)c2cc(NS(=O)(=O)c3ccc(F)cc3)ccc2O[C@@H]1CN(C)C,-10.9,4.5
C[C@H](CO)N1C[C@H](C)[C@H](CN(C)C(=O)c2ccncc2)Oc2ncc(-c3ccc(F)cc3)cc2C1=O,·,3.2
C[C@@H]1CN([C@@H](C)CO)C(=O)c2cc(NC(=O)Cc3ccccc3)ccc2O[C@H]1CN(C)S(=O)(=O)c1cccs1,-19.9,·
C[C@@H]1CN([C@H](C)CO)C(=O)Cc2cc(NC(=O)Cc3cn(C)c4ccccc34)ccc2O[C@H]1CN(C)C,-1.9,·
C[C@H](CO)N1C[C@H](C)[C@@H](CN(C)C(=O)Nc2ccccc2)Oc2c(NC(=O)Nc3ccc(F)cc3)cccc2C1=O,0.3,·

# Looked up by compound from the entries so far (4):
molecule,IDH1 mut inh,EZH2 inh
NS(=O)(=O)c1cc2c(cc1Cl)NC=NS2(=O)=O,-1.6,·
COCC(=O)N1C[C@@H](C)[C@H](OC)CN(C)C(=O)c2cc(NC(=O)c3ccccc3)ccc2OC[C@@H]1C,0.2,10.5
CO[C@H]1CN(C)C(=O)c2cc(NC(=O)Nc3ccccc3)ccc2OC[C@@H](C)N(C(C)=O)C[C@H]1C,0.0,-4.2
C[C@H](CO)N1C[C@H](C)[C@H](CN(C)C(=O)c2ccncc2)Oc2ncc(-c3ccc(F)cc3)cc2C1=O,·,3.2

# Other structures
# Results follow in this order: IDH1 mut inh, EZH2 inh
Cc1ccc(NC(=O)C2CC(=O)n3ncnc3N2)cc1 (centres undefined)
    0.1, -13.0
C[C@H](CO)N1C[C@H](C)[C@@H](CN(C)S(C)(=O)=O)Oc2ccc(NC(=O)c3ccncc3)cc2CC1=O
    0.5, -12.4
Cc1c(CNC(=S)Nc2cccc([N+](=O)[O-])c2)cnn1C
    -0.3, 4.1
C/C=C/c1cnc2c(c1)C(=O)N([C@@H](C)CO)C[C@@H](C)[C@H](CN(C)C(=O)Cc1cccnc1)O2
    -0.2, ·
C[C@@H]1CN([C@H](C)CO)C(=O)Cc2cc(NC(=O)C3CCCCC3)ccc2O[C@H]1CN(C)CC1CCCCC1
    0.3, ·
C[C@@H]1CN([C@@H](C)CO)C(=O)CCCn2nncc2CO[C@@H]1CN(C)Cc1ccc2c(c1)OCCO2
    1.0, 2.7
C[C@@H]1CN([C@H](C)CO)C(=O)Cc2cc(NC(=O)c3ccncc3)ccc2O[C@@H]1CN(C)CC1CCCCC1
    0.1, ·
C[C@@H]1CCCCO[C@@H](CN(C)C(=O)Nc2ccc3c(c2)OCO3)[C@@H](C)CN([C@@H](C)CO)C(=O)c2cc(NC(=O)CCC(F)(F)F)ccc2O1
    0.3, ·
CNC[C@H]1Oc2ccc(NC(=O)Nc3ccc(OC)cc3)cc2CC(=O)N([C@@H](C)CO)C[C@@H]1C
    2.1, 11.0
C[C@H]1CN([C@@H](C)CO)C(=O)Cc2cc(NC(=O)Nc3ccc(C(F)(F)F)cc3)ccc2O[C@H]1CN(C)Cc1ccc2c(c1)OCO2
    0.3, ·
CCCC#Cc1cnc2c(c1)C(=O)N([C@@H](C)CO)C[C@H](C)[C@@H](CN(C)C(=O)Nc1c(C)noc1C)O2
    1.5, -6.7
COc1cc(NC(=O)COc2ccccc2Cl)ccc1NC(=O)c1cc2ccccc2o1
    0.5, ·
C/C=C/c1ccc2c(c1)O[C@@H](CN(C)C(=O)c1ccc(F)cc1)[C@@H](C)CN([C@@H](C)CO)S2(=O)=O
    0.0, -15.2
COc1ccc(NC(=O)Nc2cccc3c2O[C@@H](CN(C)S(=O)(=O)c2cccs2)[C@H](C)CN([C@H](C)CO)C3=O)cc1
    -2.0, ·
O=C(C[C@@H]1CC[C@@H](NS(=O)(=O)c2cccc(F)c2)[C@@H](CO)O1)NCc1ccc2c(c1)OCO2
    0.2, 4.5
CC(C)NC(=O)Nc1ccc2c(c1)CC(=O)N([C@H](C)CO)C[C@@H](C)[C@@H](CN(C)S(=O)(=O)c1ccc(Cl)cc1)O2
    ·, 12.5
O=S(=O)(N[C@@H]1CC[C@@H](CCn2cc(-c3ccccn3)nn2)O[C@@H]1CO)c1cccc(Cl)c1
    -0.8, 2.0
C[C@@H]1CN([C@@H](C)CO)C(=O)c2cc(C#CC3CCCC3)cnc2O[C@@H]1CN(C)C(=O)C1CCCCC1
    2.7, ·
COC(=O)C[C@H]1C[C@@H]2c3cc(N)ccc3O[C@@H]2[C@H](CO)O1
    -1.4, -3.1
CS(=O)(=O)N(CC(=O)Nc1cc(Cl)c(Cl)cc1Cl)C1CCCCC1
    0.2, 6.0
C[C@@H]1CN([C@@H](C)CO)C(=O)Cc2cc(NC(=O)Nc3ccc(C(F)(F)F)cc3)ccc2O[C@H]1CN(C)S(=O)(=O)c1ccccc1
    -1.5, ·
COCC#Cc1cnc2c(c1)C(=O)N([C@H](C)CO)C[C@H](C)[C@H](CN(C)C)O2
    -0.2, -3.8
Cc1cc(C)cc(N(C(C)C(=O)O)S(C)(=O)=O)c1 (centres undefined)
    -0.1, -14.5
C[C@H]1CN([C@@H](C)CO)C(=O)c2cccc(NS(=O)(=O)c3ccc(Cl)cc3)c2O[C@@H]1CN(C)Cc1ccc(C(=O)Nc2ccccc2N)cc1
    0.1, -15.3
CCCC#Cc1ccc2c(c1)O[C@H](CN(C)C(=O)CN(C)C)[C@H](C)CN([C@H](C)CO)S2(=O)=O
    -0.1, -14.4
COc1ccc(CN(C)C[C@@H]2OCCCC[C@@H](C)Oc3ccc(N(C)C)cc3C(=O)N([C@H](C)CO)C[C@H]2C)cc1
    ·, 5.9
O=C(Cc1ccncc1)Nc1ccc2c(c1)[C@H]1C[C@@H](CC(=O)N3CCc4ccccc4C3)O[C@H](CO)[C@H]1O2
    -0.2, -8.6
CO[C@@H]1CN(C)C(=O)c2cc(NC(=O)c3nc4ccccc4s3)ccc2OC[C@@H](C)N(Cc2cccnc2)C[C@@H]1C
    -0.8, -8.6
C[C@@H]1CN([C@H](C)CO)C(=O)c2cccc(NC(=O)Nc3ccccc3)c2O[C@@H]1CN(C)C(=O)NC1CCCCC1
    1.7, -20.6
Cc1ccc(C(=O)CSc2nnc(-c3cccc(F)c3)n2-c2ccccc2)c(C)c1
    -0.3, 29.2
C[C@@H]1CN([C@H](C)CO)C(=O)c2cc(C3=CCCC3)cnc2O[C@@H]1CN(C)C(=O)Nc1ccc(C(F)(F)F)cc1
    ·, -27.3
O=S(=O)(N[C@H]1CC[C@@H](CCn2cc(-c3ccccn3)nn2)O[C@H]1CO)c1cccc(Cl)c1
    -0.6, -2.8

# Part of the list above, field by field:
COCC(=O)N1C[C@@H](C)[C@H](OC)CN(C)C(=O)c2cc(NC(=O)c3ccccc3)ccc2OC[C@@H]1C
- IDH1 mut inh: 0.2
- EZH2 inh: 10.5

NS(=O)(=O)c1cc2c(cc1Cl)NC=NS2(=O)=O
- IDH1 mut inh: -1.6
- EZH2 inh: ·

# Compound activity: PubChem BioAssay, Broad Institute
